Bioassay records: PubChem, National Center for Advancing Translational Sciences (NCATS)
p53 reactivator = restores transcriptional activity of mutant p53; H1299 p53-A138V BP100-luciferase reporter, luminescence, 24 h; Potency, µM (doses to about 92.2 µM), for inactives: top-dose activity change, positive = activation, actives largely listed as activators; 0.063% of 320,000 active; further: potency means the concentration at half of the fitted maximal effect; % of control where 0% means no effect; nearly all actives have a fitted effect of over 45% in size
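p53-null H1299 cells stably carrying temperature-sensitive p53-A138V and a BP100-luciferase reporter were pinned with compounds (4-point, 1:5 series) and held 24 hrs at 37 deg C. Luminescence was read 10 min after detection reagent.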
VP16 counter = inhibits Gal4-VP16 luciferase reporter, ROR gamma counter-screen | AID 2546 | Drosophila S2 Gal4-VP16 UAS-luciferase, luminescence, 20 h | Potency, µM (top dose mostly 53.6 µM), inactives show at the highest dose activity, negative = inhibition, usual class: inhibitors | 3.5% of 310,000 active;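 further: Gal4-VP16 expression switched on by copper sulfate through the metallothionein promoter; potency means the concentration at half of the fitted maximal effect; on the % scale 0 is the no-effect control and ±100 the full control effect; nearly all actives have a fitted effect of over 50% in size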
RORgamma inh = blocks mouse ROR gamma transcriptional activity. Potency, µM (titrated, usually from 53.6 µM), inactives show top-dose activity change, negative = inhibition, hits mostly inhibitors. 5.4% of 310,000 active. Drosophila S2 Gal4-RORgamma UAS-luciferase reporter, 20 h. P51450; further: potency means the concentration at half of the fitted maximal effect; on the % scale 0 is the no-effect control and ±100 the full control effect; nearly all actives have a fitted effect of over 60% in size
Target sequence (P51450 whole entry, looked up, the tested form may be a part): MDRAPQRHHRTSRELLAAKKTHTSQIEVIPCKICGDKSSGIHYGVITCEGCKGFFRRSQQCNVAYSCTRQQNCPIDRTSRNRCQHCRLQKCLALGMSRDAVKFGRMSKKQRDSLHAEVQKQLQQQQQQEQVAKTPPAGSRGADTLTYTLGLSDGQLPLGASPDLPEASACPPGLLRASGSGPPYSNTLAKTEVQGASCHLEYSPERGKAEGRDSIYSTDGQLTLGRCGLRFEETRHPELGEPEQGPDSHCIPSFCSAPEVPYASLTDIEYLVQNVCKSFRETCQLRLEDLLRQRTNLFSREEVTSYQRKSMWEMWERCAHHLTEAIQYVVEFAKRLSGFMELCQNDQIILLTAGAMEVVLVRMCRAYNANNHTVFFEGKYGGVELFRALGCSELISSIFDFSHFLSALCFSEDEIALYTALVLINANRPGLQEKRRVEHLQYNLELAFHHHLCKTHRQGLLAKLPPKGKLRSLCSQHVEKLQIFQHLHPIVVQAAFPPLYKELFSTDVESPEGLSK
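Luciferase reporter read in Schneider cells carrying Gal4-RORγ (mouse) and UAS-Photinus luciferase; cells given compound 1 h before 700 uM copper sulfate induction, then incubated 20 h at ambient temperature.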
Tb PFK inh = inhibitors of T. brucei phosphofructokinase | T. brucei PFK, ADP-Glo luminescence | 0.17% of 330,000 active | Potency, µM (doses to about 57.5 µM), for inactives: top-dose activity, negative = inhibition, most hits filed as inhibitors | AID 485367 | O15648;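 further: potency means the concentration at half of the fitted maximal effect; 0% = uninhibited 1x PFK enzyme wells and -100% = no-enzyme wells; nearly all actives have a fitted effect of over 60% in size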
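1.25 nM PFK with 0.5 mM F6P and 0.1 mM ATP in 0.1 M TEA pH 8.0, 5 mM MgCl2, incubated 45 min at room temperature; ADP measured by ADP-Glo luminescence; compounds titrated up to 57 uM.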
ELG1 repair inh = ELG1-dependent DNA repair inhibition | HEK293T ELG1-luciferase reporter, luminescence, 16 h; DNA damage induced by 5-fluorouridine | Potency, µM (highest dose often 46.1 µM), for the others: at the top dose activity change, negative = inhibition, hits mostly inhibitors | 2.3% of 330,000 active | AID 504467; further: potency means the concentration at half of the fitted maximal effect; on the % scale 0 is the no-effect control and ±100 the full control effect; nearly all actives have a fitted effect of over 55% in size
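Step one: seed 2,000 cells per well. Step two: pin-transfer compound or DMSO alongside 5-fluorouridine. Step three: incubate 16 hr, 37 °C, 5% CO2. Step four: add ONE-Glo, wait 30 min, read luminescence.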
FLuc counter = counter-screen for miR-21 project: firefly luciferase inhibitors or activators. purified FLuc, Km substrates, luminescence inhibition. Potency, µM (titrated, usually from 57.5 µM), for the others: at the highest dose activity change, negative = inhibition, hits mostly inhibitors. 6.9% of 360,000 active;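 further: potency means the concentration at half of the fitted maximal effect; plate controls were vehicle for no effect and reference inhibitor for full effect; nearly all actives have a fitted effect of over 55% in size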
Target sequence (P08659 whole entry, looked up): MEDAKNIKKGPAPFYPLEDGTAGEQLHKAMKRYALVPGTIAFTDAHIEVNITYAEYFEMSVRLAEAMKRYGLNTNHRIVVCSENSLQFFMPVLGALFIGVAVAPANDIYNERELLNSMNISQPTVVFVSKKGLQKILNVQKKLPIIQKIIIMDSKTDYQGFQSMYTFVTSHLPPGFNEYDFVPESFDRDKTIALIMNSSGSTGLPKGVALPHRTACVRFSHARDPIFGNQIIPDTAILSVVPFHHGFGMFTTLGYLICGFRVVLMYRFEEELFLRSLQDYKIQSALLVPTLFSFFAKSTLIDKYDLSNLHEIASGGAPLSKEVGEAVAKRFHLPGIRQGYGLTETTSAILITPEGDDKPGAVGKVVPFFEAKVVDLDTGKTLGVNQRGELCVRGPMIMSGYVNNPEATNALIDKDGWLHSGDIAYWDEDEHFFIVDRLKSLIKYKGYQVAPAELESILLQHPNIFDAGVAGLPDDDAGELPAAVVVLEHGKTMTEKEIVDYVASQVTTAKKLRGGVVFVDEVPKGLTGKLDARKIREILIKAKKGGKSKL
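Biochemical qHTS of compounds, final roughly 60 µM downward over six points, against 10 nM purified firefly luciferase using Km concentrations of substrates (10 uM D-luciferin, 10 uM ATP) in Tris acetate pH 7.5 buffer; luminescence output.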
BRCA1 expr up = activators of BRCA1 expression | MCF7-BRCA1-FFLuc reporter, luminescence, 48 h; response scale: scaled: vehicle 0%, 10 µM genistein 100% | Potency, µM (doses to about 46.1 µM), for inactives: at the highest dose activation, hits mostly activators | 1.1% of 380,000 active | AID 624202; further: potency means the concentration at half of the fitted maximal effect; nearly all actives have a fitted effect of over 80% in size; some results filed as inactive show a strong effect at the top dose
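Compounds are tested at multiple concentrations on MCF7 BRCA1-luciferase reporter cells seeded at 2000 per well; after 48 h, a single luminescence end-point is taken and curves fitted to the normalized data.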
NPC1 prom act = NPC1 promoter activation; Huh7 NPC1 promoter luciferase reporter, 24 h; 2.4% of 320,000 active; Potency, µM (series often up to 9.22 µM), inactives show at the top dose activation, most hits filed as activators;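 further: potency means the concentration at half of the fitted maximal effect; % of control where 0% means no effect; nearly all actives have a fitted effect of over 60% in size; reporter is driven by a mutant NPC1 promoter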
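Luminescence read-out of NPC1 promoter-driven luciferase in stably transfected Huh7 cells; compounds delivered in DMSO and left 24 h at 37C, 5% CO2, qHTS titration format.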
ELG1 genotox = induces genotoxicity in HEK293T cells with luciferase-tagged ELG1 | HEK293T ELG1-luciferase reporter, luminescence, 16 h | AID 504466 | 1.3% of 330,000 active | Potency, µM (series often up to 46 µM), for inactives: at the top dose activity change, positive = activation, most hits filed as activators; further: potency means the concentration at half of the fitted maximal effect; % of control where 0% means no effect; nearly all actives have a fitted effect of over 60% in size
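HEK293T cells expressing luciferase-tagged ELG1 were exposed to compound or DMSO vehicle for 16 hr at 37 °C and 5% CO2. Luciferase activity was then measured with ONE-Glo after 30 min at room temperature.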
TRPV1 agonist = activates the human vanilloid receptor TRPV1; Q8NER1; 0.19% of 320,000 active; TRPV1-expressing cells, Fluo-8 calcium influx, agonist mode; AID 540275; activation, % at 8.33 µM; in the data active means activation above about 80%; inconclusive means between about 30% and that limit; further: 0% is about no effect
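Fluo-8 calcium influx in TRPV1-expressing cells, kinetic read (ex 480/em 520 nm). Compound added and read 3 min for agonist activity, followed by capsaicin at EC20 final and 2 min further read for enhancement.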
Rab9 promoter act = activators of Rab9 promoter. Potency, µM (highest dose often 9.22 µM), for the others: top-dose activation, negative = inhibition, actives largely listed as activators. Huh7 Rab9 promoter-luciferase reporter, luminescence, 24 h. AID 485297. 2.8% of 320,000 active; further: potency means the concentration at half of the fitted maximal effect; % of control where 0% means no effect; nearly all actives have a fitted effect of over 60% in size
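Huh7 cells stably carrying Rab9 promoter–luciferase reporter, plated 1500 cells/well, compound added after 2 h and incubated 24 h at 37 °C; luciferase luminescence then read after 10 min with detection reagent.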
* marks the source's active call; other numbers are inactive results; ? = inconclusive; · = not tested or not shown; [ ] = remark or other dose. Unless noted, the call rests on the fitted dose curve; in most records, active means well fitted curve in the direction sought with a large enough effect; inconclusive means small, poorly fitted or top-dose-only effect, or another doubt; inactive means no such curve, though single readings can be large; an effect the other way counts as inactive or inconclusive.

SMILES | p53 reactivator | VP16 counter | RORgamma inh | Tb PFK inh | ELG1 repair inh | FLuc counter | BRCA1 expr up | NPC1 prom act | ELG1 genotox | TRPV1 agonist | Rab9 promoter act
C[C@H]1CN([C@@H](C)CO)C(=O)c2cccc(NC(=O)C3CC3)c2O[C@H]1CN(C)C(=O)Nc1ccc2c(c1)OCO2 | -1% | · | · | 8% | ? | · | 7% | · | 1% | · | ·
Cc1nc2c(=O)[nH]c(=S)n(C)c2nc1C | -8% | 3% | -5% | -25% | 2% | ? | -28% | -3% | 5% | 0 | -1%
Cc1cccc(NS(=O)(=O)c2ccc(C(=O)NCC3(N4CCCCC4)CCCCC3)cc2)c1C | -4% | · | · | ? | 16% | 6% | -60% | -3% | 29% | 0 | -9%
Clc1ccc(-c2nnc(-c3ccccc3Cl)o2)cc1 | ? | ? | ? | -1% | ? | 1.2µM* | -26% | 0.63µM* | ? | ? | 0.45µM*
Cc1nnc(SCc2cc(=O)n3[nH]cnc3n2)s1 | -6% | -8% | 0% | -8% | 7% | 4% | 9% | 1% | 0% | -2 | -1%
CCCCC(CC)C(=O)Nc1cc(C(=O)NCc2ccc(C)cc2)ccc1N1CCC2(CC1)CC(c1ccccc1)=NO2 (stereo not given) | 7% | -8% | 2% | -3% | -16% | 2% | -11% | -3% | -1% | 0 | 0%
COc1ccc(NC(=O)c2cc3ccccc3o2)cc1S(=O)(=O)N1CCCCC1 | -6% | · | · | 0% | 21µM* | · | -48% | · | -8% | · | ·
Cc1ccccc1-c1nc(CS(=O)(=O)CC(=O)N2CCOCC2)c(C)o1 | -3% | 0% | -20% | 3% | 1% | -1% | 26% | -2% | 3% | 12 | 0%
CC(=O)NCCc1nc2ccccc2n1CCOc1cccc(C)c1 | -6% | -1% | 20% | -1% | -7% | 0% | 1% | -4% | 0% | ? | 2%
CC(=O)N1CCc2cc(N=NC3=C(O)CCCC3=O)ccc21 | 11% | -19% | -4% | 0% | ? | 15µM* | 1% | ? | ? | 0 | 3.5µM*
Clc1ccc2c(c1)C(c1cccs1)=NNC(c1cccnc1)=N2 | -3% | 0% | ? | -1% | -14% | -7% | -5% | 1% | -3% | 22 | -2%
CN(Cc1ccccc1Cl)C(=O)CNC(=O)C12CC3CC(CC(C3)C1)C2 | -4% | · | · | 0% | 2% | · | -3% | · | -4% | · | ·
COC(=O)c1ccc(C)c(NC(=O)CCSc2ccc(C)cc2)c1 | -9% | -3% | -3% | -2% | ? | 4% | -18% | -4% | -5% | 19 | -5%
O=C(Nc1ccnn1C1CCN(C2CCCC2)CC1)c1ccccc1 | ? | 8% | 16% | -3% | ? | -2% | 18% | -5% | 0% | 2 | -1%
O=C(CCc1ccccc1)Nc1cc(S(=O)(=O)N2CCOCC2)ccc1N1CCCC1 | -7% | · | · | 2% | 23% | 11% | -17% | -2% | 1% | 10 | 2%
COC(=O)[C@H](Cc1ccccc1)NC(=O)N1Cc2ccccc2C[C@H]1C(=O)OC | -5% | 16% | ? | -5% | 0% | -5% | -35% | 0% | -1% | 7 | 4%
CCOC(=O)[C@@H]1[C@H]2COc3cc(OC)ccc3[C@@H]2N2C(=O)N(c3cccc(Cl)c3)C(=O)[C@]12C | · | 7% | -4% | 0% | -27% | -1% | -20% | -3% | 2% | -3 | 1%
O=C(Nc1nnc(COc2ccccc2)s1)c1ccco1 | 17% | -3% | ? | 17% | 5% | -13% | 73% | -2% | 5% | 7 | -5%
CN1c2ccccc2C2(C)CCCC3=Cc4cccc([N+](=O)[O-])c4OC312 (stereo not given) | -7% | ? | 11% | 0% | 3% | -2% | -52% | -4% | -3% | 7 | 2%
O=C(CCC1CCCCC1)NCc1cccnc1 | ? | 1% | 6% | 3% | 8% | 2% | 38% | 1% | -6% | 1 | -1%
O=C(CCc1ccccc1)Nc1nnc(-c2ccccn2)o1 | 6% | ? | ? | 2% | 14% | 1% | -2% | -1% | 1% | 0 | -1%
Cc1cccc(/C=C/C(=O)c2ccc([N+](=O)[O-])o2)c1 | -28% | · | · | -6% | ? | -14% | -82%[inhibitor] | -38%[inhibitor] | -7% | ? | -44%[inhibitor]
O=C(COC(=O)C1CCN(S(=O)(=O)c2cccs2)CC1)NCc1ccccc1 | -5% | 2% | -1% | -4% | 8% | 2% | -1% | 1% | 0% | 2 | 0%
COc1ccc(C2CC2/C(C)=N/OC(=O)c2cccs2)cc1 (stereo not given) | 7% | 14% | 41% | -1% | ? | 24µM* | -16% | 0% | 1% | 2 | 0%
O=c1c(O[C@@H]2O[C@H](CO)[C@@H](O)[C@H](O)[C@H]2O)c(-c2ccc(O)c(O)c2)oc2cc(O)cc(O)c12 | · | -4% | 6% | ? | · | -1% | · | -1% | · | -2 | -5%
O=C(CNC(=O)c1cc(Cl)cc([N+](=O)[O-])c1)OCC(=O)N1CCCCC1 | 17% | · | · | -1% | 16% | · | 3% | 1% | 0% | 1 | -3%
Cc1ccc(O)c(N=Nc2nccs2)c1 | ? | · | · | -2% | ? | 9.5µM* | -66% | -1% | 23µM* | 13 | -9%
O=C(NC1CCCC1)c1cc2c(=O)n3ccccc3nc2s1 | ? | · | · | 2% | ? | ? | 64% | 15% | 6% | 11 | ?
COc1ccc(NC(=O)c2ccc(-c3nn(C)c(=O)c4ccccc34)cc2)cc1 | 1% | -3% | -1% | -5% | 24% | 0% | -20% | -7% | 16% | 7 | -20%
CCCN(CCC)c1ncnc2c1cnn2-c1ccc(OC)cc1 | ? | ? | -2% | 7% | ? | 2.4µM* | ? | 0.71µM* | 1.2µM* | -1 | 0.45µM*
Cc1c(Cl)c([N+](=O)[O-])nn1CCCC(=O)Nc1cc(Cl)ccc1Cl | -3% | 0% | ? | -7% | 2% | 1% | -41% | -1% | -2% | 20 | 1%
O=C(c1cnn(C(=O)c2ccco2)c1)c1cc(F)ccc1O | 4% | · | · | -3% | ? | · | 10% | · | -7% | · | ·
CCn1c(CNc2ccccc2Cl)nnc1SCC(=O)OC1CCCCC1 | -10% | -5% | 8% | -2% | -15% | 0% | 7% | -5% | -2% | 10 | 2%
COC(=O)/C=C/c1ccccc1CN1[C@@H](CC(=O)OC)c2ccccc2S1(=O)=O | -20% | · | · | 6% | -1% | 3% | -7% | 0% | -1% | 15 | 0%
Cc1ccccc1NC(=O)c1ccccc1NC(=O)Cc1cccc2ccccc12 | 5% | ? | -7% | 0% | ? | -1% | -3% | 1% | -4% | ? | -2%
CC(C)NS(=O)(=O)c1ccc(NC(=O)Cc2ccsc2)cc1 | 0% | -3% | 8% | -5% | 18% | -13% | 1% | 6% | 5% | 0 | 14%
Cc1cc(CNC(=O)c2ccc3c(c2)OCO3)c2ccccc2n1 | 7% | -14% | 38% | -1% | ? | -11% | -39% | -21% | 3% | 1 | -16%
COc1ccc(C(=O)Nc2ccc(Nc3ccccc3)cc2)cc1[N+](=O)[O-] | · | -1% | ? | 0% | ? | 1% | -40% | -6% | -11% | 1 | -1%
Cc1nc(CSc2n[nH]c(=O)n2-c2cccc(F)c2)cs1 | -1% | 9% | 0% | -3% | -5% | 1% | 5% | -4% | 1% | -4 | -1%
O=C(Nc1ccc(F)cc1)c1cc(S(=O)(=O)N2CCCCC2)ccc1F | -10% | -28% | 14% | 1% | ? | 0% | -17% | -1% | -6% | 2 | -8%
C=CCn1cc(C(=O)NCC2CCCO2)c(=O)c2cc(S(=O)(=O)N3CCCCCC3)ccc21 (stereo not given) | -20% | 6% | 30% | -8% | 10µM* | 1% | -12% | -4% | -1% | ? | 2%
COc1ccc(NC(=O)CS(=O)c2ccccc2Cl)cc1 (stereo not given) | 3% | 2% | 3% | -3% | 29% | -1% | 28% | 2% | 15% | 20 | 0%
CN(C(=O)CSc1nc2sc3c(c2c(=O)n1C)CCC3)C1CCS(=O)(=O)C1 (stereo not given) | 1% | · | · | -4% | -21% | 0% | -13% | -5% | -4% | -2 | 2%
COc1ccc(N(C(=O)c2snc(C(N)=O)c2N)C(C(=O)NC2CCCC2)c2ccco2)cc1 (stereo not given) | -2% | -6% | 15% | 1% | -1% | -1% | -13% | -2% | -1% | 4 | -1%
O=C(COC(=O)c1cnccn1)NC1CCCc2ccccc21 (stereo not given) | 11% | · | · | 10% | ? | · | -1% | · | -2% | · | ·
CCOC(=O)/C(C(=Nc1ccccc1)Nc1ccccc1)=C(\C)O | 2% | -3% | 0% | 3% | -4% | 5% | -21% | 0% | -2% | 25 | -2%
